Screens from PubChem BioAssay.
G6PDH CS: counter-screen for G6PDH assay hits: L. mesenteroides G6PDH inhibition. Purified L. mesenteroides G6PDH, diaphorase/resazurin coupled fluorescence, 45 min. inhibition, % at 5 µM. 200,000 tested, 0.12% active. AID 1020; in the data active = inhibition above about 50%
Diaphorase inh: inhibits diaphorase or chemically oxidizes, flagging diaphorase assay artifacts; diaphorase resazurin-to-resorufin fluorescence, NADH, 16 min; bacterial (C. kluyveri) enzyme, not human; inhibition, % at 20 µM; 190,000 tested, 0.69% active;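 active = primary screen inhibition at 20 µM above a set limit, cut at about 50% in these data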;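 note: plate controls were DMSO with full reaction for no effect and wells lacking NADH for full effect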
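Test system: diaphorase enzyme from Clostridium kluyveri; amount: diaphorase at 0.14 U/mL in enzyme working solution; detection: fluorescence of resorufin formed from resazurin, Ex 544/Em 590 nm; times: reaction incubation of 16 min at room temperature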
PPARg SRC-3 ag: PPARgamma-driven SRC-3 recruitment agonism | AID 731 | 200,000 tested, 0.26% active | activation, % at 8 µM | biochemical PPARgamma/SRC-3 coactivator recruitment assay; in the data active = activation above about 23%;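 note: 0% = DMSO and 100% = reference agonist; some compounds past the cut are filed as inactive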
PPARg SRC-1 ag: agonists of human PPARgamma SRC-1 coactivator recruitment | PPARgamma-SRC-1 coactivator recruitment biochemical assay | activation, % at 8 µM | 200,000 tested, 0.41% active; in the data active = activation above about 19%;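 note: 0% = DMSO and 100% = reference agonist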
PPARg SRC-2 ag: agonists of SRC-2 recruitment by human PPARgamma. P37231. activation, % at 8 µM. AID 1032. PPARgamma LBD-SRC-2 recruitment, biochemical. 200,000 tested, 0.34% active; in the data active = activation above about 22%;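 note: 0% = vehicle and 100% = reference agonist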
ROMK mod: modulators of human ROMK potassium channel. P48048. Tet-inducible ROMK, thallium flux fluorescence; actives lie on both sides. B-score at 10 µM. 130,000 tested, 2% active;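 active = signal ratio slope over the read window, or its plate-corrected B-score, at least 3 SD from the plate mean, either direction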;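 note: B-score of the F/F0 ratio slope over 7 to 12 s after thallium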
Target sequence (P48048 whole entry, looked up): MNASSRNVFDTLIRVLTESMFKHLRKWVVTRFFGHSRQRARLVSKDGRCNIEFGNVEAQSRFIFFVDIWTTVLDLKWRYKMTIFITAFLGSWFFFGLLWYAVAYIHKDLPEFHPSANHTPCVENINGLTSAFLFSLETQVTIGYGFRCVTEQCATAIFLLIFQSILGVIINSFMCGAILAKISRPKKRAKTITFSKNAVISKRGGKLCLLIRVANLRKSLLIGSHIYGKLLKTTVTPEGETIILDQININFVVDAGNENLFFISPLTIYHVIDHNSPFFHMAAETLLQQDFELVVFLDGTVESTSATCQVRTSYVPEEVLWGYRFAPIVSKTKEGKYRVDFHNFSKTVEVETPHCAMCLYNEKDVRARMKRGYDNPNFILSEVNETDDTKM
S1P3 antag: antagonists of human S1P3 receptor. 170,000 tested, 0.27% active. CHO S1P3 NFAT-BLA reporter, FRET fluorescence, antagonist mode. inhibition, % at 4.98 µM. AID 485;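 active = inhibition above the plate cutoff, the mean inhibition of test wells on that plate plus 3 SD, cut at about 28% in these data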;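 note: cells challenged with S1P at its EC80 of 0.8 µM; blue over green emission ratio from cleaved BLA substrate after 4 h stimulation; 0% = S1P-stimulated wells and 100% = unstimulated DMSO-only wells; some compounds past the cut are filed as inactive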
Target sequence (Q99500 whole entry, looked up): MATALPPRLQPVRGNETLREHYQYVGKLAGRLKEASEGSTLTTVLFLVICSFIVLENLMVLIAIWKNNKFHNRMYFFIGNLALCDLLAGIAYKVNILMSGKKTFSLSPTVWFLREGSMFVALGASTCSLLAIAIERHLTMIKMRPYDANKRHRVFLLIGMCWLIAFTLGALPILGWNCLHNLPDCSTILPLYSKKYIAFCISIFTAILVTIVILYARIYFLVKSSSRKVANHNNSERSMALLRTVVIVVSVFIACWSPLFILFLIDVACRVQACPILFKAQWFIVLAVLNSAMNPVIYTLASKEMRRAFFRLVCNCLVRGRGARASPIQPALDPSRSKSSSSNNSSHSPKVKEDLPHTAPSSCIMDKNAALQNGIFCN
Diaphorase act: counter-screen for diaphorase-based assays: diaphorase activators and chemical reducers. Diaphorase/resazurin coupled assay, resorufin fluorescence, 16 min; hits give high values; 1 = vehicle wells, 0 = NADH-free wells. activation factor at 20 µM. 190,000 tested, 0.005% active. AID 1229;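 active = diaphorase activity raised at least twofold by the compound at 20 µM; inactive = activation factor below 2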
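Material: Clostridium kluyveri diaphorase, purified enzyme; Quantity: enzyme 0.07 U/mL final; Medium: HEPES pH 7.4 buffer with MgCl2 and Tween 20; Dosing: single compound dose of 20 µM, 1% DMSO final; Schedule: 16 min reaction at room temperature; Measured by: red resorufin fluorescence at 544/590 nm excitation/emission.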
PMI activator: activators of human phosphomannose isomerase | P34949 | purified human PMI, coupled resazurin fluorescence, 20 min; hits give high values; 1 = vehicle control, 0 substrate-free wells | activation factor at 20 µM | 190,000 tested, 0.005% active;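 active = activation factor of 2 or more at 20 µM, relative to plate controls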
PMI act hi M6P: activators of human phosphomannose isomerase at near-saturating mannose 6-phosphate. P34949. coupled PMI enzyme assay, resazurin fluorescence, 20 min; hits give high values; 1 = untreated enzyme, 0 = substrate-free blank. activation factor at 20 µM. 190,000 tested, 0.34% active. AID 1216;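 active = activation factor of 2 or more at 20 µM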
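Test system: human phosphomannose isomerase with PGI, G6PDH, diaphorase coupling enzymes; amount: 15 ng/mL PMI; incubation: enzyme reaction with compound 20 min at room temperature; technique: resorufin fluorescence (Ex 544/Em 590 nm) from resazurin via diaphorase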
SRC2 TRFRET art: TR-FRET artefact, counter-screen to PPARgamma/SRC-2 agonist assay; 200,000 tested, 0.4% active; TR-FRET ratio at 8 µM; hits give high values; in the data active = TR-FRET ratio above about 2000; note: inactives centre near 1500
* marks the source's active call; other numbers are inactive results; . = not tested or not shown.

SMILES | G6PDH CS | Diaphorase inh | PPARg SRC-3 ag | PPARg SRC-1 ag | PPARg SRC-2 ag | ROMK mod | S1P3 antag | Diaphorase act | PMI activator | PMI act hi M6P | SRC2 TRFRET art
Cc1oc(-c2ccccc2Cl)nc1CN1CCCN(C(=O)c2ccco2)CC1 | 6 | 19 | -6 | -7 | 4 | -0.21 | 5 | 0.8 | 0.9 | 1 | 1469
CNC(=O)Cc1nc2ccccc2n1CC(=O)Nc1cc(C)cc(C)c1 | 4 | 7 | 2 | 6 | 10 | -0.3 | -24 | 0.9 | 1.1 | 1 | 1695
COc1cccc(-c2nn(C)c3sc(C(=O)N4CCN(c5ccccc5)CC4)cc23)c1 | 4 | 14 | -2 | 1 | -3 | . | 37 | 0.9 | 0.8 | 0.8 | 1433
O=C(c1ccccc1)N1CCCC(C(=O)N2CCCCCC2)C1 (stereo not given) | 1 | -6 | 3 | 5 | 9 | 0.12 | -11 | 1.1 | 1.1 | 1.1 | 1514
Cc1ccc(SCc2[nH]nc3c2C2(CCSCC2)C(C#N)=C(N)O3)cc1 | 10 | 27 | 14 | -4 | 10 | . | -30 | 0.7 | 0.8 | 0.8 | 1541
CCN(CC)S(=O)(=O)c1cccc(NC(=O)CSc2nnc(N)s2)c1 | 4 | 0 | 6 | 0 | -1 | -0.15 | 9 | 1 | 0.9 | 1 | 1488
CCCCC(CCC(=O)O)(C(=O)OCC)c1csc(Nc2ccccc2)n1 (stereo not given) | 7 | . | 5 | 3 | -2 | -1 | -8 | . | . | . | 1607
Clc1ccc2[nH]c3c(NCC4CCCO4)ncnc3c2c1 (stereo not given) | 1 | 22 | 0 | 3 | -3 | . | 9 | 0.8 | 0.9 | 0.9 | 1366
Cc1noc(C)c1S(=O)(=O)N1CCCCC1 | -1 | 13 | -3 | -1 | 6 | 0.026 | . | 0.9 | 0.9 | 1 | 1379
COC(=O)/C=C1\SC(N2CCOCC2)=C(c2ccc(OC)cc2)C1=O | 9 | -3 | 6 | 9 | 6 | . | 15 | 1 | 0.5 | 0.9 | 1602
COCCn1c(C)cc(C(=O)COC(=O)c2n[nH]c3ccccc23)c1C | -45 | 21 | 0 | -1 | -3 | -0.62 | 30 | 0.8 | 0.9 | 0.8 | 1575
COC(=O)c1cc(NC(=O)c2ccccc2)c(=O)oc1/C=C/Nc1ccc(Oc2ccccc2)cc1 | -4 | 4 | 2 | 0 | -9 | -4.5* | 2 | 1 | 1.1 | 1 | 1642
C=CCNC(=S)N/N=C(\C)c1cccc(NC(C)=O)c1 | -6 | 2 | -8 | -3 | -11 | -0.21 | -2 | 1 | 1 | 1.1 | 1515
CC(=O)OC(C(=O)NC1CCCCC1)c1cccc(C)c1 (stereo not given) | 20 | 12 | -6 | 0 | 4 | . | . | 0.9 | 0.9 | 0.9 | 1656
Cc1ccc2nc(SCC(=O)Nc3cc(C(C)(C)C)nn3-c3ccccc3)[nH]c2c1 | -13 | 24 | 1 | -4 | -5 | . | 4 | 0.8 | 0.8 | 0.8 | 1457
O=C(N1CCCC1)N1CCN(c2ncnc3c(-c4ccc(Cl)cc4)nsc23)CC1 | -2 | 17 | . | . | . | . | -1 | 0.8 | 1 | 1 | .
O=C(O)c1ccn(Cn2cnc3ccccc32)n1 | 4 | 7 | 16 | 2 | 11 | 0.32 | -7 | 0.9 | 1 | 1.1 | 1562
CC(=Nc1cccc(C)c1)c1sc2ccccc2c1O | -32 | 14 | 13 | 5 | 12 | . | . | 0.9 | 0.9 | 0.9 | 1635
O=C1CC(c2ccco2)CC2=C1C=Nc1ccccc1N2 (stereo not given) | 22 | 5 | -6 | -5 | -6 | -0.034 | 1 | 0.9 | 1 | 1.1 | 1448
COc1ccc(C2=NO[C@@H]3C(=O)N(c4cccc(C)c4C)C(=O)[C@H]23)cc1OC | 2 | 21 | 2 | 0 | -4 | -0.4 | -20 | 0.8 | 0.8 | 0.8 | 1423
Cc1cc(/C=C(\C#N)C(=O)NCc2cccs2)c(C)n1-c1ccc([N+](=O)[O-])cc1 | -2 | 6 | 10 | 3 | 6 | 0.63 | . | 0.9 | 1 | 1 | 1539
CC1CCCCC1NC(=O)COC(=O)c1c2c(nc3ccccc13)/C(=C/c1ccco1)CC2 (stereo not given) | 9 | 38 | 3 | 10 | 4 | -0.97 | 5 | 0.6 | 1.7 | 2* | 1670
COc1ccc(NC(=O)CSc2ccccc2)c([N+](=O)[O-])c1 | -1 | 2 | 4 | 0 | 3 | -1.2 | -3 | 1 | 0.9 | 1 | 1659
Cc1cc(N=Cc2c(O)n(-c3cccc(Cl)c3)c(=O)c3ccccc23)no1 | -2 | 2 | 1 | 2 | 9 | -0.11 | 2 | 1 | 1 | 1.1 | 1446
Cc1cccc(C(=O)NCCc2nnc(SCC(=O)Nc3nc(C)cs3)n2C)c1 | -1 | 21 | -4 | -4 | -5 | 2.4 | . | 0.8 | 0.9 | 1 | 1383
Following part.
SMILES | G6PDH CS | Diaphorase inh | PPARg SRC-3 ag | PPARg SRC-1 ag | PPARg SRC-2 ag | ROMK mod | S1P3 antag | Diaphorase act | PMI activator | PMI act hi M6P | SRC2 TRFRET art
CCC1(C)Cc2c(sc3nc(SC)nc(N)c23)CO1 (stereo not given) | 0 | 13 | 3 | 7 | 4 | -1.1 | . | 0.9 | 1 | 1 | 1550
O=C(CCS(=O)(=O)c1ccc(Cl)cc1)OCC(=O)N1CCCCC1 | 11 | 3 | -1 | -6 | -3 | -0.34 | -43 | 1 | 0.9 | 0.9 | 1406
CC(C)CCNC(=O)Cn1c2c(c(-c3ccccc3Cl)cc1=O)CCC2 | 7 | -6 | 8 | 1 | 3 | . | . | 1.1 | 1.1 | 1 | 1652
CC1CN(C(=O)COC(=O)c2c(Cl)cccc2Cl)CC(C)O1 (stereo not given) | 3 | 8 | 0 | 0 | 2 | -0.86 | 8 | 0.9 | 1.1 | 1 | 1499
OCc1ccccc1NC(=S)Nc1cccnc1 | 0 | 6 | -2 | -1 | 5 | 0.044 | . | 0.9 | 1.1 | 1 | 1448
Cc1ccc(C)c(NC(=O)c2nc(Cl)ccc2Cl)c1 | 3 | -1 | 1 | 13 | 6 | -1.7 | 9 | 1 | 1.1 | 1 | 1639
CC(C)(C)n1ncc2c(=O)n(CC(=O)Nc3ccc(Cl)cc3)cnc21 | -7 | 18 | 0 | 5 | 6 | -0.29 | -29 | 0.8 | 1 | 0.9 | 1608
O=C(NCc1cccc(Cl)c1)c1ccc2c(c1)SC1=NS(=O)(=O)CCN12 | 6 | 20 | 4 | -4 | 3 | 0.48 | -3 | 0.8 | 1 | 1 | 1574
O=c1oc2ccccc2n1Cc1ccccc1 | 18 | 8 | -1 | -3 | -7 | . | 3 | 0.9 | 0.9 | 0.9 | 1484
CC(C)Cn1c(N)c(C(=O)NCCN2CCOCC2)c2nc3ccccc3nc21 | -8 | 12 | 6 | 2 | 4 | . | -21 | 0.9 | 0.8 | 0.8 | 1418
Cc1cc(C(F)(F)F)nc(NCc2cccnc2)n1 | 6 | 12 | -2 | 5 | -3 | -0.71 | . | 0.9 | 1 | 0.9 | 1516
O=c1c(C=Nc2cccc(C(F)(F)F)c2)c[nH]n1-c1cccc(Cl)n1 | 1 | 4 | -6 | -5 | 0 | . | . | 1 | 1.1 | 1.1 | 1538
COC(=O)c1ccc(/C=N/NC(=O)CCSc2nc3ccccc3s2)cc1 | -27 | -1 | -2 | -4 | -8 | 1.2 | -11 | 1 | 1 | 1 | 1210
COc1ccc(CSCCc2n[nH]c(=S)n2-c2ccccc2)cc1 | 9 | 23 | 5 | 5 | 7 | . | 11 | 0.8 | 0.9 | 0.9 | 1685
Oc1ccc(/C=N/n2c(-c3ccco3)csc2=Nc2cccnc2)c(O)c1 | 0 | 12 | -1 | -1 | 12 | -0.6 | -20 | 0.9 | 1 | 1.1 | 1470
CCOCCCNS(=O)(=O)c1ccc(NC(=O)c2ccccc2)cc1 | 0 | 6 | 2 | -1 | 0 | . | -4 | 0.9 | 0.9 | 1 | 1558
CCOP(=O)(c1c(F)c(F)c(F)c(F)c1F)C(O)c1ccccc1 (stereo not given) | 1 | 17 | 5 | 6 | -6 | -0.35 | -19 | 0.8 | 0.9 | 1 | 1570
COc1ccc(N2CCN(C(=O)c3ccc4c(c3)OCO4)CC2)cc1 | 10 | -11 | 1 | -4 | -2 | -1.7 | 2 | 1.1 | 1.1 | 1 | 1644
CC(=O)OCC1=C(C(=O)O)N2C(=O)C(NC(=O)Cn3nc(C(F)F)c(Cl)c3C)C2SC1 (stereo not given) | 6 | 8 | 2 | 10 | -1 | 0.44 | -16 | 0.9 | 0.9 | 1 | 1722
COc1ccc(OC)c(NC(=O)CSc2ccc3nnc(-c4cccnc4)n3n2)c1 | 9 | -1 | 2 | 2 | 5 | 1.3 | -5 | 1 | 1 | 0.8 | 1656

Sorted by length of the SMILES (lowest first): some entries from above.
SMILES | G6PDH CS | Diaphorase inh | PPARg SRC-3 ag | PPARg SRC-1 ag | PPARg SRC-2 ag | ROMK mod | S1P3 antag | Diaphorase act | PMI activator | PMI act hi M6P | SRC2 TRFRET art
Cc1noc(C)c1S(=O)(=O)N1CCCCC1 | -1 | 13 | -3 | -1 | 6 | 0.026 | . | 0.9 | 0.9 | 1 | 1379
CC(=Nc1cccc(C)c1)c1sc2ccccc2c1O | -32 | 14 | 13 | 5 | 12 | . | . | 0.9 | 0.9 | 0.9 | 1635
CC(=O)OC(C(=O)NC1CCCCC1)c1cccc(C)c1 (stereo not given) | 20 | 12 | -6 | 0 | 4 | . | . | 0.9 | 0.9 | 0.9 | 1656
O=C(c1ccccc1)N1CCCC(C(=O)N2CCCCCC2)C1 (stereo not given) | 1 | -6 | 3 | 5 | 9 | 0.12 | -11 | 1.1 | 1.1 | 1.1 | 1514
CCOCCCNS(=O)(=O)c1ccc(NC(=O)c2ccccc2)cc1 | 0 | 6 | 2 | -1 | 0 | . | -4 | 0.9 | 0.9 | 1 | 1558
Cc1oc(-c2ccccc2Cl)nc1CN1CCCN(C(=O)c2ccco2)CC1 | 6 | 19 | -6 | -7 | 4 | -0.21 | 5 | 0.8 | 0.9 | 1 | 1469
CC1CCCCC1NC(=O)COC(=O)c1c2c(nc3ccccc13)/C(=C/c1ccco1)CC2 (stereo not given) | 9 | 38 | 3 | 10 | 4 | -0.97 | 5 | 0.6 | 1.7 | 2* | 1670
